Screening data: PubChem, several laboratories
P. falciparum M1AAP = P. falciparum M1AAP inhibitors, biochemical, fluorogenic H-Leu-NHMec substrate, 1536-well (AID 1445). recombinant M1AAP, H-Leu-NHMec fluorogenic kinetic assay; higher % means a stronger effect. actives 0.42% (n = 220,000). one-dose inhibition, % at 30 µM; IC50 in µM for titrated hits;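 active = primary inhibition above the hit cutoff, then over 50% inhibition at one or more dose response concentrations, cut at about 23% in these data, passing the limit was not always enough; inconclusive = conflicting primary data, or primary hits not chosen for dose response; inactive = low primary inhibition, or under 50% at every dose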;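 also: plate controls were DMSO full reaction for no effect and no enzyme background for full effect; strong numbers were not always called active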
TNAP activators = human TNAP enzyme activators, primary screen, biochemical, luminescent, no phosphate acceptor, uHTS (AID 1001); purified TNAP, luminescent activation assay, no phosphate acceptor; higher activation fold means a stronger effect; activation fold at 20 µM; hits with a dose series show EC50 in µM; actives 0.03% (n = 200,000); in the data active = activation fold from about 3, or a potency from the dose series; inactive = the rest, 99 in 100 with activation fold below about 1.6; also: many of its hits are not listed in these tables
Yfh1-off respiration = mitochondrial function rescue without frataxin homolog – Friedreich's ataxia, plus single-dose screen, dose response (AID 1465). actives 0.074% (n = 220,000). S. cerevisiae Yfh1-off respiration, WST-1 reduction, 72 h; higher fold induction means a stronger effect. one-dose fold induction at 50 µM; EC50 in µM for titrated hits;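 active = fold induction of absorbance versus untreated yeast above a set limit, then at least 30% activation at any dose in follow-up; inconclusive = repeats straddling the limit, or above it without dose testing; inactive = fold induction below the set limit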;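 also: activators that raise dye reduction in frataxin-depleted yeast; strong numbers were not always called active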
M17LAP inhibition = P. falciparum M17LAP inhibitors, primary screen, biochemical, fluorogenic H-Leu-NHMec substrate, 1536-well (AID 1619). recombinant M17LAP, H-Leu-NHMec fluorogenic kinetic assay; higher % means a stronger effect. actives 0.38% (n = 220,000). one-dose inhibition, % at 30 µM; IC50 in µM for titrated hits;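 active = compound inhibiting the enzyme by more than half at any dose during confirmatory dose-response retesting; inconclusive = strong single-dose inhibitors picked by rank but not retested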;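 also: plate controls were full reaction with DMSO carrier for no effect and no enzyme background for full effect; strong numbers were not always called active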
XIAP antagonists = small molecules displacing peptide from XIAP – biochemical, IAP family, fluorescence polarization (AID 1018); XIAP BIR domain, fluorescence polarization peptide displacement; higher % means a stronger effect; displacement, % at 20 µM; hits with a dose series show IC50 in µM; actives 0.007% (n = 200,000); in the data active = displacement above about 50%; also: a part of the inactive calls stands beside numbers as strong as those of hits
human PMI inhibition = inhibitors of human PMI, primary screen, biochemical, fluorescence intensity, coupled assay (AID 1209). purified PMI enzyme, coupled fluorescence intensity; higher % means a stronger effect. inhibition, % at 20 µM; hits with a dose series show IC50 in µM. actives 0.42% (n = 190,000);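 also: plate controls were DMSO vehicle for no effect and wells lacking substrate for full effect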
WT yeast gro inh = growth inhibition of WT yeast, mitochondrial fusion screen; mitochondrial fusion phenotypic screen, WT strain; inhibition, % at 10 µM; actives 2.1% (n = 190,000); in the data active = inhibition above about 58%; tested in S. cerevisiae
PMI inhibition = human PMI inhibitors, high substrate, primary screen, biochemical, fluorescence intensity, high mannose 6-phosphate (AID 1220); recombinant PMI enzyme, coupled fluorescence intensity; higher % means a stronger effect; inhibition, % at 20 µM; hits with a dose series show IC50 in µM; actives 0.66% (n = 190,000)
LYP phosphatase = PTPN22 lymphoid phosphatase activity blockers – biochemical, fluorescence intensity, uHTS (AID 1779); inhibition, % at 11.5 µM, or IC50 in µM where a hit was titrated; recombinant LYP phosphatase, fluorescence intensity; higher % means a stronger effect; actives 0.054% (n = 290,000);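 also: plate controls were vehicle with enzyme for no effect and no enzyme for full effect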
WT yeast gro inh mutant strain = recorded beside WT yeast gro inh, whose call it bears; inhibition, %; mitochondrial fusion phenotypic screen, mutant strain inhibition
* hit, by the source's call; i = inactive; ? = inconclusive; . = not tested or not shown. Rule as the data show it, unless noted: active = inhibition above about 50%; inactive = the rest.

SMILES	P. falciparum M1AAP	TNAP activators	Yfh1-off respiration	M17LAP inhibition	XIAP antagonists	human PMI inhibition	WT yeast gro inh	WT yeast gro inh mutant strain	PMI inhibition	LYP phosphatase
O=C(NC(=S)Nc1ccc(N2CCOCC2)cc1)c1cccc(Cl)c1	4%	0.9	i	2%	-7.9%	11%	32	11	4%	-4%
CCOC(=O)C1=C(O)/C(=C\c2ccc(CNC(=O)C(=O)Nc3ccccc3)o2)N=C1C	14%	1	i	29%	0.3%	-28%	2	-4	-73%	0%
COCc1[nH]nc2c1C1(CCSCC1)C(C#N)=C(N)O2	1%	1.1	i	11%	-3.8%	4%	32	-12	2%	1%
COc1ccc2c(c1)CCc1c(C(=O)NCc3cccnc3)noc1-2	-1%	1	.	10%	-5.5%	8%	17	12	4%	6%
O=C1CCCc2ccccc2N1Cc1ccc(F)cc1	1%	1.1	i	3%	-1.0%	3%	-6	-6	10%	-9%
Cc1nc(-c2cccc(C(F)(F)F)c2)sc1C(=O)O	7%	1.1	i	4%	-3.4%	0%	3	13	1%	-1%
C=CCc1cc(Cl)ccc1OCCNCCN1CCOCC1	-4%	1.1	i	18%	-3.3%	12%	20	22	4%	-11%
CCc1ccc(OCC(=O)O/N=C(\N)Cc2ccc([N+](=O)[O-])cc2)cc1	3%	0.8	i	-8%	-1.9%	4%	-4	-3	3%	-4%
COc1ccc(CCNC(=O)Cn2c(=O)n(-c3ccc(F)cc3)c(=O)c3sccc32)cc1OC	0%	1.1	i	9%	-7.9%	-2%	2	-2	1%	-5%
COc1ccccc1C(=O)OCCN1CCOCC1	4%	0.8	i	2%	-6.1%	-17%	-3	1	-19%	-4%
O=C(O)CN1CCCC1=Nc1ccccc1	-4%	1.1	i	-5%	-3.4%	2%	-9	-18	-16%	-10%
O=c1[nH]c(SCc2ccccc2F)nc2ccccc12	.	1.1	i	.	-3.4%	2%	6	-11	0%	-6%
C=CCNC(=O)NC(=O)COC(=O)C(C)Oc1ccc(Cl)cc1Cl (stereo not given)	0%	1.1	i	2%	-0.6%	-2%	-19	14	7%	-1%
CCOc1ccc(N2CC(C(=O)Nc3ccc(N4CCOCC4)cc3)CC2=O)cc1 (stereo not given)	-7%	1.1	i	-4%	-5.0%	-4%	1	-17	-5%	-9%
O=C(COc1ccccc1Cl)N1CCN(c2ccc([N+](=O)[O-])c(N3CCOCC3)c2)CC1	11%	0.9	i	4%	-2.9%	24%	19	-6	20%	2%
CCOC(=O)c1cc(-c2ccccc2)sc1NC(=O)CSc1nnnn1C	4%	1	i	1%	-6.7%	13%	-7	8	11%	2%
COc1ccc(NC(=O)CSc2ccc(NC(C)=O)cc2)cc1S(=O)(=O)N1CCCCC1	4%	1.1	i	0%	-4.9%	8%	-3	-1	0%	-7%
CCCc1cc(=O)oc2cc(OCC(=O)Nc3cc(C)on3)ccc12	-2%	1.1	i	-41%	-3.2%	-2%	0	21	-16%	-4%
CC(C)NS(=O)(=O)c1ccc(OCC(=O)Nc2cccc3ccccc23)cc1	9%	1.2	i	-3%	-4.8%	12%	-7	1	6%	-1%
Cc1cc2c(cc1C)N(C(=O)CSC1=NCCS1)C(C)(C)c1ssc(=S)c1-2	6%	0.9	i	4%	3.0%	22%	23	8	22%	8%
CC(C)NC(=O)CN(C)S(=O)(=O)c1ccc(F)cc1	0%	1.1	i	0%	-3.6%	-4%	3	-11	-1%	-10%
COCCNC(=O)CSc1nc2ccccc2c(=O)n1CCC(=O)N1CCN(c2ccccc2)CC1	4%	1.1	i	3%	-1.1%	-8%	4	-8	-1%	-3%
CC12CCC(C(N)=O)(C1Br)C2(C)C (stereo not given)	3%	1.2	i	0%	-8.5%	-10%	5	12	-3%	-5%
COc1cc(CCC(=O)OCC(=O)Nc2ccccc2C#N)cc(OC)c1OC	5%	1.1	i	8%	-3.0%	-4%	0	-15	-2%	-2%
O=C(NCc1ccc(F)cc1)Nc1cccc(Cl)c1	-3%	1.1	i	-3%	-3.3%	0%	9	-20	-2%	-9%
Nc1nc(Nc2ccccc2)sc1C(=O)c1ccccc1	9%	.	i	17%	.	.	.	.	.	1%
COC(=O)Cc1cc(=O)[nH]c(/N=C(\N)Nc2ccccc2)n1	3%	1	i	-1%	-9.6%	8%	-10	-6	2%	-1%
COc1ccc(CCN(C)C(=O)CSc2nc3ncc(Cl)cc3[nH]2)cc1OC	3%	0.8	i	1%	-4.2%	1%	-1	9	4%	-4%
O=C(COC(=O)CCSc1ccc(Cl)cc1)NCc1ccccc1Cl	3%	1.1	?	-14%	-6.8%	7%	20	3	19%	8%
OCCC1CN(Cc2cccn2-c2nccs2)CCN1Cc1ccccc1 (stereo not given)	14%	.	i	19%	.	.	.	.	.	0%

Shown field by field: entries from further up
CC12CCC(C(N)=O)(C1Br)C2(C)C (stereo not given)
  P. falciparum M1AAP: 3%; TNAP activators: 1.2; Yfh1-off respiration: i; M17LAP inhibition: 0%; XIAP antagonists: -8.5%; human PMI inhibition: -10%; WT yeast gro inh: 5; WT yeast gro inh mutant strain: 12; PMI inhibition: -3%; LYP phosphatase: -5%
CC(C)NS(=O)(=O)c1ccc(OCC(=O)Nc2cccc3ccccc23)cc1
  P. falciparum M1AAP: 9%; TNAP activators: 1.2; Yfh1-off respiration: i; M17LAP inhibition: -3%; XIAP antagonists: -4.8%; human PMI inhibition: 12%; WT yeast gro inh: -7; WT yeast gro inh mutant strain: 1; PMI inhibition: 6%; LYP phosphatase: -1%
CC(C)NC(=O)CN(C)S(=O)(=O)c1ccc(F)cc1
  P. falciparum M1AAP: 0%; TNAP activators: 1.1; Yfh1-off respiration: i; M17LAP inhibition: 0%; XIAP antagonists: -3.6%; human PMI inhibition: -4%; WT yeast gro inh: 3; WT yeast gro inh mutant strain: -11; PMI inhibition: -1%; LYP phosphatase: -10%

The list goes on.
SMILES	P. falciparum M1AAP	TNAP activators	Yfh1-off respiration	M17LAP inhibition	XIAP antagonists	human PMI inhibition	WT yeast gro inh	WT yeast gro inh mutant strain	PMI inhibition	LYP phosphatase
Cc1cc(C(F)(F)F)nn1CC(=O)NCc1ccccc1	12%	1.1	i	4%	-1.7%	-2%	13	-2	-2%	-10%
CC[C@@H]1CC=C[C@H]2[C@H]1C(=O)N(Cc1ccccc1)[C@H]2c1ccc2ccccc2c1	-6%	.	i	0%	.	.	.	.	.	-5%
COc1ccc(N(Cc2cc3cc(OC)ccc3[nH]c2=O)S(C)(=O)=O)cc1	11%	1	i	-7%	-4.5%	2%	2	-10	5%	-9%
NC(=O)c1c(NC(=O)Cc2cccs2)sc2c1CCC2	2%	1.1	i	9%	-3.7%	14%	-7	-4	10%	2%
O=C(c1cc2ccccc2o1)N1CCCCCC1	0%	0.9	i	-4%	-3.6%	1%	21	1	10%	-5%
O=C(C[N+]1(CC#Cc2ccccc2)CCOCC1)c1ccc(Cl)cc1	7%	1	i	11%	-7.0%	-23%	31	0	-14%	-7%
C=CC(=O)NC(C)(C)Cc1ccccc1	-1%	1.1	i	-2%	-2.0%	5%	2	5	-5%	-8%
COc1cccc(NC2=NC3(CCCCC3)N=C(N)N2)c1	20%	1.3	i	7%	-7.9%	2%	-3	-12	-7%	-2%
COc1cc([N+](=O)[O-])ccc1NC(=S)NCc1ccccn1	3%	1.1	i	9%	-0.6%	9%	14	4	-4%	-8%
Cc1noc(C)c1COC(=O)c1cc2c3ccccc3n(C)c2s1	0%	1	i	7%	-6.1%	-14%	45	29	-14%	4%
CC1CCN(c2c(NCC3CCC(C(=O)NCCc4ccccc4)CC3)c(=O)c2=O)CC1 (stereo not given)	1%	1.1	i	9%	-1.9%	-4%	-13	-16	1%	0%
Cc1noc(C)c1CSc1ccc(Br)cc1	4%	1.1	i	12%	-4.0%	0%	7	-3	-2%	-6%
N#CC(c1cccc(Cl)c1)c1ncc(C(F)(F)F)cc1Cl (stereo not given)	-4%	1.1	i	4%	-2.9%	10%	17	31	5%	-4%
O=C(Cc1ccccc1)N/N=C/c1ccc(-c2ccc([N+](=O)[O-])cc2)o1	8%	0.9	i	-1%	-8.1%	23%	-6	-7	14%	3%
COc1cccc(NC(=O)CSc2ncnc3c2oc2ccccc23)c1	5%	1.1	i	2%	-3.4%	5%	9	0	4%	-4%
Cc1cc2oc(=O)cc(CSc3nc(N)cc(N)n3)c2cc1C(C)C	17%	1.1	i	-5%	-13%	5%	7	11	4%	2%
Cc1cc[n+](CC(=O)c2cc3ccccc3oc2=O)cc1	2%	0.8	i	0%	-4.3%	-10%	-6	-11	-8%	-1%
COc1ccccc1-n1cc(CN2CCCC(CO)(Cc3cccc(Cl)c3)C2)cn1 (stereo not given)	3%	1.1	i	-6%	-8.9%	4%	-7	5	1%	-6%
CC(CCc1ccco1)NC(=O)Cn1ncc2c1-c1ccccc1OC2 (stereo not given)	12%	1.2	i	5%	-4.8%	15%	-8	-6	11%	2%
COC(=O)CCc1nc2ccccc2nc1OC	0%	1	i	6%	-6.7%	-3%	-10	3	-10%	-7%
O=C(CSc1nnc(-c2c[nH]c3ccccc23)o1)c1ccc(-c2ccccc2)cc1	5%	1	i	-4%	-7.0%	9%	7	-15	6%	-2%
O=C(CNC(=O)c1cccs1)N/N=C/c1c[nH]c2ccccc12	3%	1.1	i	13%	-12%	10%	-6	-2	4%	-1%
C/C(=N/OC(=O)c1cccc(C(F)(F)F)c1)c1cnccn1	1%	1.1	i	-2%	-6.4%	-5%	4	9	-5%	0%
CCCSC1=NN2CCCC(=O)N=C2S1	-2%	1	i	-3%	-7.6%	0%	-11	3	-8%	-9%
Cc1nnc(NC(=O)CSc2nccn2-c2cccc(C)c2C)s1	6%	1.1	i	5%	-3.5%	2%	-6	-10	-7%	-11%
Clc1cccc(CON/C=N/c2ncnc3sccc23)c1	5%	1.1	i	7%	-1.2%	-1%	10	80	-11%	-1%
Cn1c(=O)c(C(=O)Nc2ccccn2)c(O)c2ccccc21	-4%	1.1	i	9%	-2.4%	0%	5	17	-1%	4%
CCC(C)(C)NC(=O)CN(C(=O)c1csnn1)c1ccccc1-c1ccccc1	1%	1.1	i	0%	-2.7%	3%	7	-7	-10%	-5%
COc1ccccc1Cc1nnnn1CC(=O)O	-1%	1	i	9%	-4.3%	0%	15	16	-6%	2%
COCCNC(=O)CN(C)S(=O)(=O)c1ccc(Br)cc1	1%	1.1	i	-9%	-7.2%	5%	7	-5	6%	-7%
S=c1[nH]nc(COc2ccc3c(c2)OCO3)n1-c1ccccc1	-7%	1	i	-8%	0.3%	15%	5	-11	12%	-4%
O=C(Nc1cccc(Cl)c1)c1ccc(F)c(S(=O)(=O)NCc2ccc3c(c2)OCO3)c1	-2%	1	i	-4%	3.0%	15%	45	8	12%	-2%
CCc1onc(C)c1C(=O)Nc1cc(C)ccc1OC	0%	1.2	i	7%	-5.6%	-13%	3	6	-9%	-10%
O=C(Nc1ccc(CN2CCCCC2)cc1)Nc1ccccc1Cl	12%	1.1	i	4%	-6.2%	5%	3	6	6%	-5%
COc1ccc2oc(=O)c(C(=O)Nc3ccccc3-c3ccccc3)cc2c1	3%	1	i	3%	-5.3%	20%	3	11	18%	6%
